Compound activity from PubChem BioAssay.
P. falciparum M1AAP – P. falciparum M1AAP inhibitors, biochemical, fluorogenic H-Leu-NHMec substrate, 1536-well (AID 1445); Aminopeptidase N (Plasmodium falciparum (isolate 3D7)); recombinant M1AAP, H-Leu-NHMec fluorogenic kinetic assay; higher % means a stronger effect; one-dose inhibition, % at 30 µM; IC50 in µM for titrated hits; 220,000 compounds, 0.42% hits;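 active means primary inhibition above the hit cutoff, then over 50% inhibition at one or more dose response concentrations, cut at about 23% in these data, passing the limit was not always enough; inconclusive means conflicting primary data, or primary hits not chosen for dose response; inactive means low primary inhibition, or under 50% at every dose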;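 further: plate controls were DMSO full reaction for no effect and no enzyme background for full effect; strong numbers were not always called active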
M17LAP inhibition – P. falciparum M17LAP inhibitors, primary screen, biochemical, fluorogenic H-Leu-NHMec substrate, 1536-well (AID 1619) | Leucine aminopeptidase (Plasmodium falciparum (isolate 3D7)) | recombinant M17LAP, H-Leu-NHMec fluorogenic kinetic assay; higher % means a stronger effect | one-dose inhibition, % at 30 µM; IC50 in µM for titrated hits | 220,000 compounds, 0.38% hits;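 active means compound inhibiting the enzyme by more than half at any dose during confirmatory dose-response retesting; inconclusive means strong single-dose inhibitors picked by rank but not retested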;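 further: plate controls were full reaction with DMSO carrier for no effect and no enzyme background for full effect; strong numbers were not always called active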
UTI89 phage lysis – inhibition of K1F phage lysis, E. coli UTI89, bacterial capsule biogenesis inhibitors, alamar blue (AID 488966); E. coli UTI89 K1F phage lysis, alamar blue, 2 h; higher % means a stronger effect; inhibition, % at 100 µM, or IC50 in µM where a hit was titrated; 340,000 compounds, 0.02% hits;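 active means phage lysis inhibition, versus mean bacterial control, above a set limit; inconclusive means no clear call, values can overlap the other calls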;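 further: capsule biogenesis inhibitors block K1F phage lysis so surviving cells raise fluorescence; higher fluorescence means more inhibition of phage lysis; actives were called in the ten point dose series up to 300 µM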
Ins promoter up – insulin promoter activators in MIN6 cells, imaging, high-content screening, mouse beta cells; MIN6 insulin promoter-GFP reporter; active compounds read high; z-score at 5 µM; 190,000 compounds, 0.3% hits; AID 1625, 2009;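 active means z-score above 3 at 5 µM with at least 500 cells counted in the well; inconclusive means wells under 500 cells, flagged as cytotoxic or low count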
b-catenin transl – modulators of beta-catenin nuclear translocation, primary screen, imaging, HeLa cells, immunofluorescence, high-content; nuclear translocation activity, % at 5 µM; 190,000 compounds, 0.3% hits; AID 1665, 2009;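 active means nuclear translocation activity above 50% at 5 µM, with a well cell count of 50 or more; inconclusive means wells under 50 cells across six images, flagged as toxic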;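 further: per-cell ratio of nuclear to cytoplasmic median beta-catenin stain intensity; plate controls were DMSO negative control for no effect and GSK-3 inhibitor IX positive control for full effect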
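Test system: human HeLa cells, endogenous beta-catenin. Times: 24 h compound exposure, 37°C. Measured by: beta-catenin immunofluorescence imaging with DAPI.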
ER stress rescue – rescue of cells from ER stress-induced death, primary screen, 384-well, CSM14.1, thapsigargin, ATP luminescence (AID 1222); CSM14.1 thapsigargin-induced death rescue, ATP luminescence; higher % means a stronger effect; 190,000 tested, under 10 active; cellular ATP content (survival), % at 20 µM; hits with a dose series show EC50 in µM;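 active means EC50 below 50 µM in the dose-response confirmation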;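 further: death triggered by thapsigargin at about 15 µM added after 2 h compound pretreatment; cell ATP read after overnight thapsigargin exposure of roughly 18 to 22 hours; normalized against plate controls of thapsigargin alone and 5% DMSO vehicle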
MT stabilizer – microtubule stabilizers in HeLa cells, primary screen, imaging, high-content imaging | 200,000 compounds, 0.83% hits | HeLa tubulin immunostaining HCS, 24 h; share of cells brighter than vehicle mean+2SD | % tubulin-high responders, % at 10 µM;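 active means plate Z-score above 3 for both tubulin-high and condensed-nucleus cell shares, with cell loss under 80%, at 10 µM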;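 further: anti alpha tubulin signal scored within the nucleus-defined area of each cell; some results filed as inactive read as strong as hits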
Autophagy mod – autophagy modulators in MEF cells, primary screen, imaging, high-content, MEF GFP-LC3 | MEF GFP-LC3 puncta imaging; test concentration mostly 10 µM | calls only at 10 µM (by protocol) | 190,000 compounds, 0.98% hits | AID 463193, 2010;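 active means percentage of spot-positive cells more than 3 SD above its plate mean, without a fluorescence outlier flag or 80% toxicity; inconclusive means no clear call, values can overlap the other calls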;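 further: spot-positive cell cutoff set from DMSO-treated cells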
Dynein transport – inhibitors of GR-EGFP nuclear translocation, primary screen, dynein cargo transport inhibitor project, imaging, high-content, 3617.4 mouse cells | test concentration mostly 20 µM; stimulated with dexamethasone, 1 µM; active compounds read low | z-score, hits read low | 220,000 compounds, 0.47% hits | AID 1381, 2008;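 active means plate z-score of nuclear minus cytoplasmic receptor signal below a set negative limit, without overly bright fluorescence or cell loss, cut at about -3.5 in these data, passing the limit was not always enough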;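 further: z-score of nuclear minus cytoplasmic ring GR-EGFP intensity difference per well; some compounds called inactive have numbers as strong as hits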
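medium = tetracycline-free induction medium containing charcoal-stripped FBS | also added = 1.0 µM final dexamethasone stimulus | schedule = 48 h induction, 1 h compound, 30 min dex at 37 °C | technique = fixed, Hoechst-stained cells imaged at 10x for EGFP | measure = GR-EGFP nuclear translocation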
Dynein transport cytoplasmic EGFP – second read-out of Dynein transport, no call of its own (marks repeat the call); z-score; measured here: cytoplasmic GR-EGFP intensity; active compounds read high
Dynein transport nuclear GR-EGFP – recorded beside Dynein transport, whose call it bears; z-score; measured here: nuclear GR-EGFP intensity;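 lower value marks the stronger effect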
Dynein transport cell count – recorded beside Dynein transport, whose call it bears; z-score; measured here: cell count per field
Ins promoter up cell count – recorded beside Ins promoter up, whose call it bears; cell count; measured here: cytotoxicity, nuclei count;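 total cells summed across four imaged fields per well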
b-catenin transl cell count 5 µM – recorded beside b-catenin transl, whose call it bears; cell count; measured here: cell count, cytotoxicity flag
MT stabilizer Hoechst-high % – also measured in MT stabilizer; calls as there; % Hoechst-high responders; measured here: nuclear condensation Hoechst responders;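 share of cells brighter than vehicle mean plus two SD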
MT stabilizer cytotoxicity % – also measured in MT stabilizer; calls as there; toxicity, %; measured here: cytotoxicity by cell density;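 0% = mean cell density of plate MIN control wells and 100% = no cells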
Autophagy mod cell loss 18 h – second read-out of Autophagy mod, no call of its own (marks repeat the call); toxicity, %; measured here: cell loss, nuclei count;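 cell loss after 18 h compound exposure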
Numbers without * were called inactive; i = inactive; ? = inconclusive; . = not tested or not shown; [ ] = dose if it differs, or a comment.

SMILES | P. falciparum M1AAP | M17LAP inhibition | UTI89 phage lysis | Ins promoter up | Ins promoter up cell count | b-catenin transl | b-catenin transl cell count 5 µM | ER stress rescue | MT stabilizer | MT stabilizer Hoechst-high % | MT stabilizer cytotoxicity % | Autophagy mod | Autophagy mod cell loss 18 h | Dynein transport | Dynein transport cytoplasmic EGFP | Dynein transport nuclear GR-EGFP | Dynein transport cell count
CN(CC(=O)Nc1cccc2c1CCCC2)S(=O)(=O)c1ccc(Br)cc1 | -1% | -3% | -1.0% | -0.41 | 1452 | 1.1 | 1354 | -1.2% | 2.8 | 2.3 | 5.4 | i | -22 | 0.29 | -0.0061 | 0.69 | -0.11
Nc1nc(N)c(N=Nc2ccc(SCC(=O)O)cc2)c(=O)[nH]1 | -1% | 18% | 0.1% | -0.02 | 1383 | -4.0 | 1097 | . | . | . | . | . | . | 0.24 | -0.029 | 0.071 | -2
Cc1cc(NC(=O)CSc2nnc(C)c(=O)[nH]2)no1 | 4% | 12% | 0.0% | 0.18 | 916 | . | . | 0.3% | 3.9 | 2.0 | 9.9 | i | -7 | -0.24 | -0.25 | -0.073 | 0.3
O=C(O)CCc1ccc(-c2ccc(Br)cc2)n1NC(=O)c1ccc([N+](=O)[O-])cc1 | 8% | -8% | 0.1% | -0.1 | 962 | -1.3 | 1332 | . | . | . | . | . | . | -0.39 | -0.26 | -0.25 | 0.51
COc1ccccc1NC(=S)N(Cc1ccco1)Cc1cc2cccc(C)c2[nH]c1=O | 14% | -8% | -0.9%[50 µM] | -1.3 | 1323 | 5.2 | 960 | -2.3% | 4.5 | 2.6 | 8.2 | i | 12 | 0.53 | -0.04 | 0.47 | -1.6
O=[N+]([O-])c1ccccc1N/N=C\c1ccccc1F | 2% | 5% | -0.6% | -0.9 | 1386 | -2.1 | 1207 | . | . | . | . | . | . | 0.035 | -0.25 | -0.011 | -0.2
Cc1nn(Cc2ccccc2)c(Cl)c1C(=O)OCC(=O)NC(=O)NC12CC3CC(CC(C3)C1)C2 | -2% | 10% | 1.7%[50 µM] | -0.1 | 1405 | -1.3 | 1182 | 1.8% | 1.8 | 2.2 | 8.3 | i | 7 | 0.17 | -0.24 | 0.24 | 0.21
Cc1cc(Br)ccc1NC(=O)CNC(=O)CN1C(=O)NC2(CCCCCC2)C1=O | 9% | 1% | 6.0% | -0.13 | 983 | -0.5 | 1156 | -0.3% | 3.2 | 1.9 | 3.0 | i | -9 | 0.063 | -0.19 | 0.2 | -0.0098
CCOC(=O)c1[nH]nc2c1C(=O)N(CC)C2=O | 0% | -4% | 1.5%[50 µM] | 0.28 | 1564 | -1.4 | 1435 | -0.6% | 1.5 | 1.0 | 6.2 | . | . | -0.46 | -0.2 | 0.071 | -0.099
COC(=O)c1c(NC(=O)c2nc3ccccc3s2)sc2c1CC(C)(C)NC2(C)C | 3% | -4% | 0.2% | ? | . | -1.9 | 1179 | -5.1% | 4.3 | 1.8 | 7.6 | i | 10 | -0.068 | -0.23 | 0.29 | 0.11
NC(=O)NC(=O)COC(=O)/C=C/c1cccc(Br)c1 | 2% | 7% | i | 0 | 1204 | -2.3 | 1160 | -0.6% | 3.3 | 1.7 | 5.4 | i | 12 | -1 | 0.39 | -0.83 | 1.4
O=C(OCc1cc([N+](=O)[O-])cc2c1OCOC2)c1ccc2ccccc2n1 | -3% | 0% | -0.5% | -0.32 | 1267 | -0.8 | 1167 | 0.3% | 5.2 | 3.2 | 6.0 | i | 0 | 0.079 | 0.47 | 0.46 | -0.42
CCOC(=O)c1c(C)c(-c2ccccc2)n(CC(=O)N2CCN(C)CC2)c1C | 0% | 4% | 1.0% | -0.12 | 1008 | . | . | -1.1% | 1.4 | 3.9 | 7.3 | i | 0 | 0.63 | -0.036 | 0.56 | -0.51
COC(=O)Cc1cc(=O)n2[nH]c(C)c(-c3ccccc3)c2n1 | 0% | 7% | -0.1% | . | . | . | . | 0.4% | 2.3 | 1.7 | 5.5 | i | -37 | -0.45 | -0.089 | -0.38 | 0.44
CC1CCN(S(=O)(=O)c2ccc(NC(=O)CN3CCN(C)CC3)cc2)CC1 | 5% | 1% | 0.8% | 0.44 | 1800 | -2.2 | 1102 | -2.2% | 2.4 | 2.6 | 8.2 | i | 12 | 1 | -0.27 | 0.6 | -0.25
Nc1ccc(C(O)(C(F)(F)F)C(F)(F)F)cc1 | 0% | 3% | 0.6% | -0.56 | 781 | . | . | -1.4% | 1.8 | 1.8 | 6.7 | i | -10 | -0.37 | -0.3 | -0.051 | 0.47
O=C(Cn1cc(C(F)(F)F)ccc1=O)N/N=C/c1ccc(Cl)cc1 | 3% | 7% | 0.3% | -0.31 | 1354 | 0.6 | 1164 | -0.8% | 6.5 | 2.0 | 9.3 | i | 15 | -0.11 | -0.21 | 0.11 | 0.11
COc1cc(/C=C2/CCCC(C(=O)C(F)(F)F)=C2O)ccc1O | 3% | 0% | 0.3% | -0.03 | 1064 | -0.7 | 1379 | . | . | . | . | . | . | 0.68 | -0.16 | 0.59 | -0.97
Cn1c(SCCC#N)nnc1-c1ccccc1F | -3% | -4% | 0.7% | 0.74 | 1358 | 0.3 | 1069 | . | 2.7 | 3.3 | 7.9 | i | -5 | -0.056 | -0.059 | 0.29 | -0.24
CCC(C(=O)Nc1nc(C)cs1)c1ccccc1 (stereo unspecified) | 9% | -5% | -0.1% | -0.54 | 1250 | . | . | -1.6% | 2.6 | 1.3 | 10 | i | -4 | -0.34 | -0.24 | -0.15 | -0.57
Cc1ccc(S(=O)(=O)Nc2cccc(Cl)c2)cc1NC(=O)c1cccnc1 | 8% | -2% | 0.1% | 0.25 | 1109 | 2.5 | 982 | -1.7% | 3.9 | 2.2 | 9.2 | i | 12 | 0.96 | -0.29 | 0.78 | -1.3
CCCCOc1ncnc2c1[nH]c1ccc(C)cc12 | 1% | -5% | . | -0.88 | 693 | 1.0 | 1094 | . | . | . | . | . | . | -0.81 | -0.061 | -0.29 | 0.21
COC(=O)c1cccc(NC(=O)CSc2nc(C)cc(=O)[nH]2)c1 | 0% | 7.5µM* | 1.6% | 0.96 | 1180 | -0.6 | 887 | -2.3% | 1.9 | 1.7 | 0.5 | i | -13 | -0.3 | 0.55 | -0.38 | 0.86
N#Cc1c(N)nc2c(c1-c1ccc3c(c1)OCO3)CCCCCC2 | -1% | 3% | 0.2% | -0.77 | 1322 | -7.0 | 963 | -1.3% | 3.5 | 3.0 | 0.2 | i | 10 | -0.87 | -0.18 | -0.0061 | 0.59
COc1ccc(CNC(=O)C(OC(=O)c2ccco2)c2ccc(OC)cc2)cc1 (stereo unspecified) | 5% | 5% | 0.1% | . | . | 2.4 | 488 | -2.3% | 3.1 | 1.6 | 2.9 | i | -5 | 0.87 | -0.21 | 0.94 | -0.87
Cc1cc(Cl)c(S(=O)(=O)NC2CCCCC2)cc1OCC(=O)Nc1nncs1 | 4% | -27% | -0.6% | . | . | 1.4 | 996 | 2.6% | 1.9 | 1.7 | 4.6 | i | -6 | -0.2 | -0.24 | -0.27 | 0.29
O=C(COC(=O)C1(c2ccccc2F)CCCC1)N1CCOCC1 | 2% | 6% | 4.5%[50 µM] | 0.98 | 776 | 3.2 | 1067 | -2.1% | 4.6 | 3.0 | 5.8 | i | -4 | -0.067 | -0.33 | -0.1 | 0.36
O=C(CN1CCOCC1)NN=C(c1ccccc1)c1ccccc1 | -7% | -6% | -0.4% | -0.47 | 1375 | 4.9 | 912 | -0.6% | 1.1 | 1.0 | 4.1 | i | 17 | -0.39 | -0.25 | -0.098 | 0.84
CCOC(=O)c1ccc(N2C(=O)CC(N3CCC(O)(c4ccc(Br)cc4)CC3)C2=O)cc1 (stereo unspecified) | 1% | -9% | 0.0% | 1 | 782 | . | . | -1.2% | 1.7 | 0.8 | 8.6 | i | 4 | 0.73 | -0.12 | 0.094 | -0.17
Cc1oc2cc(O)ccc2c(=O)c1-c1ccccc1 | 20% | -13% | 0.0% | -0.19 | 1388 | -2.5 | 1151 | . | 2.1 | 1.4 | 0.7 | i | -1 | 0.5 | -0.37 | 0.043 | 0.12
O=C(Cc1c[nH]c2ccccc12)Nc1nccs1 | 4% | 7% | 0.9% | -0.03 | 1245 | -2.3 | 1019 | -1.0% | 2.0 | 1.2 | 6.0 | i | 3 | -0.68 | -0.22 | -0.36 | 0.97
O=C(O)c1cccc(NC(=O)c2cn(-c3ccccc3)nc2-c2ccncc2)c1 | 3% | 0% | -0.4% | . | . | -0.3 | 1442 | 2.1% | 3.3 | 2.9 | 5.5 | i | -2 | 0.12 | -0.27 | 0.022 | -0.76
O=S(=O)(c1ccc(Cl)s1)N1CCN(c2ncccn2)CC1 | 2% | -6% | 3.7% | 0.81 | 1308 | . | . | -0.1% | 2.8 | 2.2 | 4.0 | i | -1 | -1.2 | -0.23 | -0.56 | 1.1
